Compound activity (PubChem BioAssay)
NPR2 activator = GC-B (human) receptor activation. AID 1920062. 370,000 compounds, 0.11% hits. P20594. HEK293-GC-B cells, CNP EC30, cGMP TR-FRET; 0% at EC30 CNP, 100% saturating CNP. activation, % at 10 µM;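 active means activation at 10 µM reaching about 35% in either raw or pattern-adjusted values, limit read from the data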
rCAG RNA binder = molecules binding r(CAG) RNA repeats; r(CAG) RNA repeat, TO-PRO-1 dye displacement fluorescence; inhibition, % at 3 µM; 370,000 compounds, 1.3% hits; AID 651821;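 active means inhibition above the plate cutoff, the mean of all test compounds on that plate plus 3 SD, cut at about 35% in these data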;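 further: 0% = DMSO alone and 100% = 100 µM mitoxantrone as full dye displacement; higher means more dye released from RNA so lower well fluorescence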
HTRA1 inh = blocks human HTRA1 serine peptidase; Q92743; recombinant HTRA1, FP-rhodamine activity-based probe, fluorescence polarization; inhibition, % at 5.96 µM; 340,000 compounds, 0.5% hits; AID 504803; in the data active means inhibition above about 36%;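 further: 0% = enzyme with DMSO and 100% = wells lacking enzyme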
PRMT1 FP inh = inhibitors of human PRMT1 | Q99873 | recombinant PRMT1, activity-based probe fluorescence polarization | inhibition, % at 2.79 µM | 370,000 compounds, 1.3% hits;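 active means inhibition above about 21% made by adding two undisclosed values, limit read from the data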
ABHD4 inh = inhibitors of mouse ABHD4; Q8VD66; purified mABHD4, FP-Rh probe fluorescence polarization; inhibition, % at 8.92 µM; 370,000 compounds, 0.54% hits; AID 720543;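 active means inhibition exceeding the mean over every tested compound plus 3 SD, cut at about 30% in these data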;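 further: 0% = plate median of compound wells and 100% = S159A mutant with DMSO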
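Test system: mouse ABHD4 enzyme, wild type. Reagent: FP-Rh fluorescent activity-based probe, added after compound pre-incubation. Timing: pre-incubation 45 min, probe exposure 60 min, at 25 °C. Technique: FP readout, ex 525 nm / em 598 nm. Benchmarks: high control S159A mutant with DMSO, low control median of compound wells.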
SIAE inh = inhibitors of human sialic acid acetylesterase SIAE; Q9HAT2; SIAE FP-Rh probe binding, fluorescence polarization; inhibition, % at 9.66 µM; 370,000 compounds, 0.69% hits; AID 1053197;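 active means inhibition above a cutoff: mean of compounds within the control limits plus 3 SD of those, cut at about 17% in these data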;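 further: 0% = plate median of compound wells and 100% = probe without SIAE protein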
Target sequence (Q9HAT2 whole entry, looked up): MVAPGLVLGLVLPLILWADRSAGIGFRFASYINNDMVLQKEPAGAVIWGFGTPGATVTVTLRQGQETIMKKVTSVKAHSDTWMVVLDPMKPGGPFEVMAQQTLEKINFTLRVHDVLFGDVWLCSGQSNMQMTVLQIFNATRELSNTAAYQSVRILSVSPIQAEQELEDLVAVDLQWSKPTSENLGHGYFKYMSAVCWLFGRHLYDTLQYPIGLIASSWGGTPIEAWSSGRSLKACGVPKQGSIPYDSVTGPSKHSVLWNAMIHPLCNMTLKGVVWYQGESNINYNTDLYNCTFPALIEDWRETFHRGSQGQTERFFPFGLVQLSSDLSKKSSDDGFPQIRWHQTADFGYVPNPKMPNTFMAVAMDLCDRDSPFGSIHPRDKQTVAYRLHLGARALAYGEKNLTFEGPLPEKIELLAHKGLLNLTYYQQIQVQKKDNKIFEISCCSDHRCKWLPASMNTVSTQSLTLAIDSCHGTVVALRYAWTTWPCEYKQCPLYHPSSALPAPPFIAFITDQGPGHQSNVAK
LEDGF integ inh = blocks HIV-1 LEDGF/p75-dependent DNA integration; inhibition, % at 3.7 µM; 370,000 compounds, 0.64% hits; TR-FRET IN-LEDGF/p75 DNA integration, Eu/Cy5;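 active means inhibition above the screen-wide mean plus 3 SD, cut at about 13% in these data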;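 further: signal is the Cy5 over europium emission ratio at 671 and 618 nm; 0% = plate median of compound wells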
MBD2 DNA inh = blocks human MBD2 binding to methylated DNA. Q9UBB5. TR-FRET, MBD2 binding to methylated oligonucleotide. inhibition, % at 4.4 µM. 370,000 compounds, 0.31% hits. AID 686964; in the data active means inhibition above about 13%
TDP2 absorb = blocks human TDP2 phosphodiesterase activity; inhibition, % at 12.8 µM; O95551; AID 720702; recombinant TDP2, T5PNP hydrolysis, p-nitrophenol absorbance 415 nm; 370,000 compounds, 0.34% hits;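 active means inhibition above the mean of all tested compounds plus 3 SD, set per campaign, cut at about 25% in these data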;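 further: 0% = DMSO with enzyme and 100% = buffer with substrate but no TDP2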
Target sequence (O95551 whole entry, looked up): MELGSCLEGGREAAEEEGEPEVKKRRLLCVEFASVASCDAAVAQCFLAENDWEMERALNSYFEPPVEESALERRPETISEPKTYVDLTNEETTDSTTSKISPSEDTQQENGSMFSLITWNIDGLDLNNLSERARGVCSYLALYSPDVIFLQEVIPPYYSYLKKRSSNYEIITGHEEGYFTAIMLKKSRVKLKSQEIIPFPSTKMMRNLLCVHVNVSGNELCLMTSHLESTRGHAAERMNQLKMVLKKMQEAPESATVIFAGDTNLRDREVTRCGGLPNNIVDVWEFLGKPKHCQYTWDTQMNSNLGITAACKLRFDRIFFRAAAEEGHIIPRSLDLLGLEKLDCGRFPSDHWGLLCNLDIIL
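System – recombinant human TDP2 · Amount – 120 nM TDP2 per well · Buffer or medium – Mg2+-containing Tris-HCl buffer, pH 7.5 · Reagent – T5PNP substrate, 5 mM · Dosing – 12.8 µM single point, 1% DMSO · Incubation – 2 h at 37 °C · Measured by – epi absorbance · Read-out basis – percent inhibition · Benchmarks – high control without enzyme, low control DMSO plus TDP2 · Repeats – singlicate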
TCR-CD3 inh = human TCR-CD3 binding inhibition. TAMRA-labeled TCR probe fluorescence, biochemical. AID 651800. 360,000 compounds, 0.37% hits. inhibition, % at 9.4 µM; in the data active means inhibition above about 19%;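 further: recombinant mutant TCR 2C K166C tagged with TAMRA read by polarization; 0% = receptor in buffer alone and 100% = receptor with positive control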
* marks the source's active call; other numbers are inactive results; · = not tested or not shown.

no.	SMILES	NPR2 activator	rCAG RNA binder	HTRA1 inh	PRMT1 FP inh	ABHD4 inh	SIAE inh	LEDGF integ inh	MBD2 DNA inh	TDP2 absorb	TCR-CD3 inh
1	COc1ccccc1NC(=O)C1=C(C)NC(=O)NC1c1cccs1 (centres undefined)	-5.0	1.1	·	-2.5	0.2	0.0	1.3	1.3	4.4	8.1
2	Cc1ccc(S(=O)(=O)N2CCCC(C(=O)NCCN3CCC(Cc4ccccc4)CC3)C2)cc1 (centres undefined)	-2.1	1.7	·	0.2	2.1	-0.6	-2.2	-1.5	5.3	·
3	CC1CCN(c2ccc3nnc(CCC(=O)N4CCN(c5ccc(F)cc5)CC4)n3n2)CC1	-2.6	-8.5	-1.6	-0.7	1.7	2.0	-3.5	-1.4	11.2	4.4
4	CCOc1ccccc1/C=N/Nc1nc2c(N)ncnc2n1[C@H]1O[C@@H](CO)[C@H](O)[C@@H]1O	-1.4	3.5	-4.8	6.0	6.8	1.2	-7.6	-2.3	-8.3	-9.8
5	O=c1cc[nH]c2cc(C(F)(F)F)ccc12	-1.2	-0.4	0.0	-3.3	2.2	2.7	-0.6	-0.1	-6.2	0.8
6	NC(=O)CC(NC(=O)c1ccccc1)C(=O)O (centres undefined)	-7.1	-5.6	-3.5	-7.2	-2.9	5.6	0.5	-2.6	-16.4	4.4
7	O=C1CC(SC(=Nc2ccccc2)Nc2ccccc2)C(=O)N1c1ccc(Cl)cc1 (centres undefined)	-4.0	1.6	-3.1	-1.1	-4.6	-7.0	-3.3	0.6	-4.1	-6.9
8	CC(=O)Nc1ccc(S(=O)(=O)NC2CC3CCC2C3)cc1 (centres undefined)	-6.6	-3.6	2.7	-1.6	3.0	-4.3	-4.6	3.7	2.7	-10.6
9	CCc1nc2ccccc2n1CC(O)COc1ccc(NC(C)=O)cc1 (centres undefined)	3.7	-1.3	3.9	-0.5	-1.5	0.0	-0.6	-3.7	-5.7	4.1
10	O=c1c2ccccc2nc(-c2ccc(F)cc2)n1NCc1ccccc1O	-2.0	-1.8	-2.4	0.4	2.1	0.7	1.4	-1.2	0.4	-1.3
11	CCc1ccccc1NC(=O)CNC(=O)CNC(=O)C1CCCCC1	2.0	2.1	-1.2	0.1	3.7	-0.8	2.3	-0.3	6.0	4.0
12	COc1cccc(C(=O)N2CCC[C@H]2C(=O)N2CCC[C@H]2C(=O)NCc2ccncc2)c1	-0.1	-0.6	·	-0.9	4.3	-2.4	4.6	0.1	10.5	-10.5
13	c1ccc(C2OCC3(CO2)COC(c2ccccc2)OC3)cc1 (centres undefined)	1.7	0.4	-1.7	-0.4	-3.3	-0.1	-0.5	-2.5	-4.5	5.0
14	Cc1[nH]nc2c1C(c1ccccc1F)CC(=O)N2 (centres undefined)	-1.8	5.0	-2.7	-4.0	-6.8	1.0	-0.7	-3.0	-11.2	-6.1
15	Cc1cccc(Nc2n[nH]c(C)c2[N+](=O)[O-])c1	1.9	2.2	-9.9	-0.2	-3.2	0.8	-4.8	0.6	11.4	7.1
16	CCOC(=O)C1C(=O)C=C(c2ccc(C)cc2)CC1c1cccc([N+](=O)[O-])c1 (centres undefined)	-4.8	0.5	-18.4	-3.4	-2.0	-5.3	-0.1	2.5	3.9	7.2
17	Cn1c(-c2ccc(F)cc2)cnc1NCc1ccccc1	0.7	-5.5	-1.9	-1.7	3.6	3.2	-2.5	5.4	0.0	9.2
18	c1c(C2CCCCC2)n[nH]c1CN1CCCCC1	-1.3	-3.7	-1.1	-3.1	8.4	-0.8	1.5	2.2	-9.3	-4.5
19	CCN1CCN(Cc2ccc(NC(=O)Nc3ccc(SC)cc3)cc2)CC1	-2.7	-1.3	8.8	0.9	6.9	3.3	-3.7	-6.1	-2.6	5.1
20	COc1cc(OC)c(C(=O)O/N=C(\N)c2cccc(C)c2)cc1OC	0.1	0.1	-22.3	-3.6	-23.1	-7.9	17.1*	-0.5	0.8	4.8
21	CCC1(C)Cc2ccccc2-c2c1c(=O)n(Cc1ccccc1)c1nnnn21 (centres undefined)	-6.6	1.6	-1.9	1.1	-10.1	1.3	2.1	3.0	-0.9	-7.9
22	COC(=O)c1cn(NC(=O)COc2ccc(Cl)cc2)c(=O)c2ccccc12	-7.0	4.0	2.9	0.1	-7.0	-0.8	2.1	0.0	16.9	1.4
23	Cc1ccc(CN2CCN(CC(=O)N/N=C/c3c[nH]c4ccccc34)CC2)cc1	-3.2	0.3	3.0	-0.2	-4.8	-1.0	2.3	1.8	-2.1	-5.2
24	Nc1nc(CSC(=S)N2CCN(c3ccccc3)CC2)nc(Nc2ccccc2)n1	0.6	3.3	-67.7	-2.4	-18.2	-9.9	-4.4	-3.7	9.6	1.9

2 successive entries already listed, quoted:
no.	SMILES	NPR2 activator	rCAG RNA binder	HTRA1 inh	PRMT1 FP inh	ABHD4 inh	SIAE inh	LEDGF integ inh	MBD2 DNA inh	TDP2 absorb	TCR-CD3 inh
17	Cn1c(-c2ccc(F)cc2)cnc1NCc1ccccc1	0.7	-5.5	-1.9	-1.7	3.6	3.2	-2.5	5.4	0.0	9.2
18	c1c(C2CCCCC2)n[nH]c1CN1CCCCC1	-1.3	-3.7	-1.1	-3.1	8.4	-0.8	1.5	2.2	-9.3	-4.5

(further entries)
no.	SMILES	NPR2 activator	rCAG RNA binder	HTRA1 inh	PRMT1 FP inh	ABHD4 inh	SIAE inh	LEDGF integ inh	MBD2 DNA inh	TDP2 absorb	TCR-CD3 inh
25	O=Cc1ccccc1Oc1nc(N2CCOCC2)nc(N2CCOCC2)n1	-4.5	2.0	6.6	0.9	-4.6	-3.0	3.3	4.2	-7.4	1.8
26	CC(=O)Nc1cc(-c2ccoc2)cn2c(-c3ccccc3)cnc12	-1.6	24.2	·	7.2	9.2	4.4	8.4	-3.0	6.8	-2.6
27	O=C(/C=C/c1ccccc1)C1C(=O)c2ccccc2C1=O	-3.8	8.1	0.4	-1.6	-4.5	0.4	-1.1	-3.5	1.1	3.5
28	CNC(=S)NNC(=O)c1cccc(N(C)C)c1	4.8	0.2	-1.8	-2.0	-0.8	2.4	4.1	2.3	-2.4	-5.3
29	Cc1ccc2nc(CSc3nnc(Nc4ccccc4C)s3)cc(=O)n2c1	-0.8	4.4	-13.1	2.1	-0.6	0.6	-0.6	3.6	-5.8	2.5
30	O=c1[nH]c(/C(Cl)=C/c2cccc(C(F)(F)F)c2)nc2cc(Cl)ccc12	0.5	8.0	4.5	-1.0	5.7	1.2	1.3	1.6	-11.2	2.7
31	CC(NC(=O)CCSc1nc(-c2ccco2)cc(C(F)(F)F)n1)c1ccccc1 (centres undefined)	-10.2	0.0	-27.5	2.8	-15.6	-1.4	10.5	-1.8	8.7	3.2
32	Cc1ccc(NC(=O)OCc2cncs2)cc1	6.6	1.0	3.3	2.6	-2.8	-7.1	-7.4	1.9	-0.8	-5.8
33	CC(=O)Nc1ccc(-n2c(C)ccc2-c2ccccc2)cc1	-6.4	10.7	-0.8	22.6*	-6.8	7.7	-2.1	1.5	-25.8	-5.1
34	CCOC(=O)Cc1csc(NC(=O)c2c(O)c3c(n(CC(C)C)c2=O)CCCC3)n1	0.3	3.1	-7.6	4.4	-1.0	-12.6	-2.6	0.8	-7.4	-9.4
35	Cc1ccc(NC(=O)[C@H](C)NC(=O)C2CCN(C(=O)[C@@H](NC(=O)OC(C)(C)C)C(C)C)CC2)cc1	4.8	-3.6	-0.4	-0.7	-5.7	0.7	1.5	0.3	0.8	-6.4
36	Cc1ccc(-n2nc3c(N4CCC(C(=O)NCc5ccc(C)o5)CC4)nnc(C)c3c2C)cc1	-7.7	-6.7	6.5	2.1	-9.7	-3.0	1.4	-0.1	0.8	5.2
37	CCOC(=O)N1CCN(C(=O)Cn2nc(C)n3nc(-c4ccccc4)cc3c2=O)CC1	2.0	-6.2	0.9	2.9	1.3	-5.1	-2.7	4.1	-4.9	-0.2
38	CCn1cc(/C=N\NC(=O)c2ccc(F)cc2)cn1	1.1	-3.8	14.0	1.5	6.2	2.4	1.3	-2.5	-5.1	1.6
39	CCCn1c(Cc2ccccc2)nnc1SCC(=O)N1CCOCC1	4.2	-4.9	0.7	-0.7	4.5	-3.0	1.7	-0.1	-0.2	10.4
40	Clc1cccc(Cc2c(C3CCCCC3)nc3ccc(Br)cn23)c1	-2.3	35.9*	·	1.4	-54.0	-3.6	5.5	4.4	-12.4	3.1
41	CC1(C(=O)Nc2cnc3ccccc3c2)CCN1Cc1ccc2ccccc2c1 (centres undefined)	4.1	3.8	·	-0.8	-14.9	-15.3	-1.6	-1.1	-5.0	5.6
42	COc1cccc(N2CCN(C(=O)c3cc(-c4ccccc4)nc4c3cnn4C(C)C)CC2)c1	3.1	7.5	-21.1	-1.8	-14.0	-5.1	4.0	-1.6	-4.0	2.5
43	OC1CCCN(c2c3c(nc4cc(-c5cccc(Cl)c5)nn24)CCC3)C1 (centres undefined)	-8.6	4.2	-27.6	2.6	-3.3	-5.7	6.4	-2.4	-20.3	-12.0
44	O=C(CN1CCOCC1)Nc1ccc2c(c1)OC(F)(F)O2	-0.9	-2.3	4.5	-2.0	-2.5	2.9	8.7	-3.4	0.6	7.5
45	CCOC(=O)C1=C(c2ccccc2)Nc2ncnn2C1c1cc(OC)ccc1OC (centres undefined)	-11.9	-3.1	3.7	0.8	2.2	-2.7	-2.0	-3.1	3.7	0.4
46	COc1cccc(CSc2nnc(-c3ccncc3)n2C)c1	2.6	-2.5	4.5	-1.9	0.0	7.0	-5.1	3.0	8.5	-1.4
47	Cc1ccc(F)c(CNC(=O)C2CCC(=O)N(Cc3ccccn3)C2)c1F (centres undefined)	5.8	1.8	-5.3	-5.3	2.5	0.2	3.2	-3.0	-24.2	-6.8
48	CC(NCCc1ccc(S(N)(=O)=O)cc1)C(=O)NCCc1ccc(F)cc1 (centres undefined)	3.0	0.1	6.9	1.2	9.8	-5.0	3.0	0.9	19.2	-1.1
49	CCN(CC)CCSc1nnc2c3cc(F)ccc3n(Cc3ccccc3)c2n1	1.3	6.8	-19.2	6.5	5.5	5.2	0.6	-8.8	15.3	0.8
50	Cc1cc(=O)oc2c(CN3CCN(C)CC3)c(O)c(Cl)cc12	-4.4	4.1	-0.2	-2.9	7.2	0.5	-3.4	-6.2	2.1	5.4
51	O=C(c1cc(-c2ccc(O)cc2)on1)N1CCN(c2ccccc2)CC1	0.7	1.8	-13.7	2.5	-4.9	-4.1	-4.3	4.2	-1.1	-7.6
52	O=C(c1ccnc(Cl)c1)N1CCCC(N2CCN(c3ccccc3F)CC2)C1 (centres undefined)	-7.3	-3.9	1.1	-0.8	0.3	-0.9	0.8	1.7	-6.8	0.5
53	O=C(CCC(=O)OC(C(=O)c1ccccc1)c1ccccc1)Nc1ccccc1 (centres undefined)	6.6	2.8	8.8	3.5	-7.7	-10.9	-6.5	5.4	-12.8	-1.9
54	Cc1c(Cl)cccc1NC(=S)NNc1ncc(C(F)(F)F)cc1Cl	4.7	9.9	32.8	1.1	9.2	-10.4	2.0	-2.7	7.8	-0.1

Only part of the results is shown; rates above refer to the full screens.
